CHT block = inhibitors of human choline transporter CHT. CHT-expressing cells, membrane potential dye, choline response; hits give low values. B-score at 10 µM. actives 0.86% (n = 310,000). AID 488975;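 active means B-score over 3 SD under the library average, and starting fluorescence ratio not unusually high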;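 further: choline stimulus applied at its EC90 after an EC20 pre-addition; B-score computed on integrated fluorescence ratio after choline addition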
Target sequence (Q9GZV3 whole entry, looked up): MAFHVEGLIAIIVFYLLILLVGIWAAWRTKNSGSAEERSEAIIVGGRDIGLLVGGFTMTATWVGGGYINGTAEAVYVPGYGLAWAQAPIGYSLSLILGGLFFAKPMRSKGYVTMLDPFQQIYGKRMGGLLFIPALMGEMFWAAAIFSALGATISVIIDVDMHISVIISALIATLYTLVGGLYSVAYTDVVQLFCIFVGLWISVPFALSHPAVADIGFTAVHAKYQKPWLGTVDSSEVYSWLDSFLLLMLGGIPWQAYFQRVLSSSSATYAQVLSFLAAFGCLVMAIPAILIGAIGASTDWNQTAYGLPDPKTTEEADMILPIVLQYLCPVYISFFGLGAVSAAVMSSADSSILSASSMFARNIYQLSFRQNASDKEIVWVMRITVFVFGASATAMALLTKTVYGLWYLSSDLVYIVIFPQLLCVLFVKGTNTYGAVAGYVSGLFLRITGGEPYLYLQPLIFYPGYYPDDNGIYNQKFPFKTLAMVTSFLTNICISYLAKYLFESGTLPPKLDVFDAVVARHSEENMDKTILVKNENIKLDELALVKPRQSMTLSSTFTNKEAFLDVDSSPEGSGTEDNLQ
CHT PAM = human CHT allosteric activation. Q9GZV3. CHT-expressing cells, membrane potential dye, choline EC20; hits give high values; LV-AA mutant CHT in HEK293 cells. B-score at 10 µM. actives 0.49% (n = 310,000). AID 488977;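 active means initial fluorescence not abnormally high and integrated response B-score, plate-corrected, over 3 SD above library mean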
Numbers without * were called inactive; i = inactive.

SMILES | CHT block | CHT PAM
O=C1NC(c2ccccc2)(C(F)(F)F)SC2=CCCCCN12 (stereo not given) | i | i
O=C(Nc1ccc(S(=O)(=O)N2CCOCC2)cc1)c1cccc(Br)c1 | i | i
CC[n+]1c(-c2ccccc2)csc1Nc1c(C)n(C)n(-c2ccccc2)c1=O | i | i
Cc1nc(SCC(=O)O)c(C#N)c(-c2ccco2)c1C(=O)N(C)C | i | i
CN(CC(=O)Nc1ccccc1Br)C(=O)c1cccnc1Nc1cccc(C(F)(F)F)c1 | i | i
Cc1ccc(NC(=O)N2CCCn3c(SCC(=O)c4ccccc4)nnc32)cc1 | i | i
O=c1c2ccccc2cnn1Cc1n[nH]c(=S)n1-c1cc(Cl)cc(Cl)c1 | i | i
CCC(C)[C@H](NC(=O)C1CC(=O)N(c2ccc3c(c2)OCCO3)C1)C(=O)NC1CCCC1 (stereo not given in full) | i | i
Cc1c(-c2ccccc2)[n+](=O)c2c(n1[O-])CCCCC2 | i | i
CC(=O)NCCOc1nc(N(C)C)nc(N(C)C)n1 | i | i
COC(=O)C1=C(C)N(C)C(=O)NC1c1ccc(O)c(OC)c1 (stereo not given) | i | i
Cc1[nH]c(=O)c(C#N)c(C)c1CCC(=O)NCc1ccc(Cl)cc1 | i | i
COCCn1c(-c2ccc3ccccc3c2)nc2c1c(=O)[nH]c(=O)n2CC(C)C | i | i
CC(C)(C)NC(=O)C1CCN(C(=O)c2ccc(-c3ccccc3)cc2)CC1 | i | i
Clc1ccccc1CN1CCN(c2ncccn2)CC1 | i | i
Oc1ccc(N=Nc2ccccc2)o1 | i | i
COc1ccc(-c2cc(-c3c(O)c(OC)c4occc4c3OC)[nH]n2)cc1 | i | i
Cc1ccccc1OCCC(=O)OCC(=O)Nc1ccc(N2CCOCC2)cc1 | i | i
NNC(=O)c1oc2nc(-c3ccc(Cl)cc3)cc(-c3ccccc3)c2c1N | i | i
O=C(CN(Cc1ccc(F)cc1)C(=O)CNS(=O)(=O)c1ccc(F)cc1)NCC1CCCO1 (stereo not given) | i | i
Cn1c(=O)c2sccc2n2c(CCCC(=O)NCCc3ccc(S(N)(=O)=O)cc3)nnc12 | i | i
Cc1ccc2[nH]c(=O)c(CN(Cc3cccs3)S(=O)(=O)c3ccc4c(c3)OCCO4)cc2c1 | i | i
Clc1c(CSc2nc3ccccc3o2)nc2sccn12 | i | i
COc1ccc(N2CCN(C(=O)C3CCCO3)CC2)cc1 (stereo not given) | i | i

Compound profiles (already shown).
Entry for COCCn1c(-c2ccc3ccccc3c2)nc2c1c(=O)[nH]c(=O)n2CC(C)C = CHT block = i; CHT PAM = i
Entry for Clc1ccccc1CN1CCN(c2ncccn2)CC1 = CHT block = i; CHT PAM = i

Among those listed so far, 3 have an aryl methoxy group.
SMILES | CHT block | CHT PAM
COC(=O)C1=C(C)N(C)C(=O)NC1c1ccc(O)c(OC)c1 (stereo not given) | i | i
COc1ccc(-c2cc(-c3c(O)c(OC)c4occc4c3OC)[nH]n2)cc1 | i | i
COc1ccc(N2CCN(C(=O)C3CCCO3)CC2)cc1 (stereo not given) | i | i

Entries shown so far containing two or more sulfur atoms:
SMILES | CHT block | CHT PAM
Cn1c(=O)c2sccc2n2c(CCCC(=O)NCCc3ccc(S(N)(=O)=O)cc3)nnc12 | i | i
Cc1ccc2[nH]c(=O)c(CN(Cc3cccs3)S(=O)(=O)c3ccc4c(c3)OCCO4)cc2c1 | i | i
Clc1c(CSc2nc3ccccc3o2)nc2sccn12 | i | i

(list continues)
SMILES | CHT block | CHT PAM
CC1CCCN(C(=O)COC(=O)c2n[nH]c3ccccc23)C1 (stereo not given) | i | i
CCOc1ccccc1NC(=O)NNC(=O)c1ccc2ccccc2c1 | i | i
Cc1ccc(C(=O)N2N=C(c3ccccc3O)CC2c2ccccc2)cc1 (stereo not given) | i | i
COc1ccc(-c2nc(=S)c3c(n2CCN2CCOCC2)CC(C)(C)OC3)cc1 | i | i
O=C(O)C1C2CCC(C2)C1C(=O)NCc1ccccn1 (stereo not given) | i | i
CC(Cc1ccccc1)C(=O)N1CCN(C)CC1 (stereo not given) | i | i
O=S(=O)(NCC1CCCO1)c1ccc(-c2ccc(Cl)cc2)cc1 (stereo not given) | i | i
CC1CCN(S(=O)(=O)c2ccc(NC(=O)CSc3nnnn3C)cc2)CC1 | i | i
Cc1ccc2nsnc2c1NC(=O)Cc1ccc(Cl)cc1 | i | i
CC(=O)N(c1ccccc1Cl)S(=O)(=O)c1ccc(Cl)cc1 | i | i
CC(=O)Nc1ccc(NC(=O)Cc2ccc(S(=O)(=O)N3CCCCC3)s2)cc1 | i | i
CC(=O)N1CCN(C(=S)c2ccc(Cl)cc2)CC1 | i | i
Cc1cc(C(=O)N/N=C/c2ccco2)c2ccccc2n1 | i | i
O=[N+]([O-])c1cc(C(F)(F)F)ccc1NCCNC(=S)Nc1ccc(Cl)cc1 | i | i
CCOc1ccc(CN(C)C(=O)CNC(=O)c2ccc(Br)o2)cc1OC | i | i
Cc1ccccc1NC(=O)CSc1nc(-c2ccccc2)cc(=O)[nH]1 | i | i
Cc1cccc(/C=N/NC(=O)c2ccc(NC(=O)c3ccc(Cl)cc3)cc2)n1 | i | i
NC(N)=NC(N)=NCCc1ccccc1 | i | i
Cn1c(CNC(=O)CNC(=O)c2ccccc2)cc(=O)n(C)c1=O | i | i
O=C(NCC(c1ccco1)N1CCc2ccccc2C1)c1ccc([N+](=O)[O-])cc1 (stereo not given) | i | i
COc1ccc(/C=C/c2cc(C(=O)O)c3ccccc3n2)cc1 | i | i
CCC(C(=O)OC)n1cnc2c(nnn2-c2ccccc2)c1=O (stereo not given) | i | i
O=c1cc(-c2ccccc2)nc2nc(CCc3ccccc3)[nH]n12 | i | i
Fc1ccc(C2CC(c3ccc(F)cc3)n3ncnc3N2)cc1 (stereo not given) | i | i
c1cc(CNc2ccc3c(c2)OCO3)ccn1 | i | i
O=C(O)c1ccc(NS(=O)(=O)c2ccc(N3C(=O)CCC3=O)cc2)cc1 | i | i
COc1ccc(-c2nc(NCCCN(C)C)c3ccccc3n2)cc1 | i | i
CCN(C(=O)COC(=O)c1cccc(S(=O)(=O)N2CCOCC2)c1)C1CCS(=O)(=O)C1 (stereo not given) | i | i
COc1ccccc1N1CCN(C(=O)c2sc3nc(C)nc(N4CCN(c5ccccn5)CC4)c3c2C)CC1 | i | i
Cc1ccc(NC(=O)Nc2c(C)[nH]c(=O)[nH]c2=O)cc1Cl | i | i
CC(=O)Nc1sc(C)c(C)c1C(=O)OCC(=O)N(CC(C)C)c1c(N)n(Cc2ccccc2)c(=O)[nH]c1=O | i | i
CCOC(=O)CSc1nc2c(c(=O)[nH]c(=O)n2C)n1CCc1ccccc1 | i | i
O=C(Nc1ncc(C(F)(F)F)cc1Cl)C1COc2ccccc2O1 (stereo not given) | i | i
O=c1oc(Cl)c(Cl)c2ccccc12 | i | i
Cc1cc(C)c(O)c(-c2cc(C(=O)NCc3ccccc3)[nH]n2)c1 | i | i
CCCN1C(=O)c2ccccc2NC1c1ccc(C)cc1 (stereo not given) | i | i
COc1ccc(/C=N/NC(=O)COc2ccc(Cl)cc2Cl)cc1Cn1nc(C)cc1C | i | i
COc1cccc(-c2cc(C(F)(F)F)nc(-n3cccn3)n2)c1 | i | i
CS(=O)(=O)N1CCc2cc(C(=O)N3CCN(c4ccccc4)CC3)ccc21 | i | i
Cc1ccc(OCC2Cn3c(nc4c3c(=O)n(C)c(=O)n4C)O2)cc1 (stereo not given) | i | i
CCOCCCNc1nc2nc3ccc(C)cn3c(=O)c2cc1C(=O)NCC1CCCO1 (stereo not given) | i | i
c1ccc2c(Cn3ccnc3)cccc2c1 | i | i
CCCCNC(=O)N1CCc2[nH]c3ccccc3c2C1 | i | i
CCN(Cc1ccccc1)C(=O)COc1cc(=O)n(CC)c2ccccc12 | i | i
O=C(CN(c1ccccc1)S(=O)(=O)c1ccccc1)N1CCOCC1 | i | i
CC(=O)NCc1ccc(S(=O)(=O)N/N=C/c2ccc(Br)cc2)cc1 | i | i
CC(C)CC(=O)N(Cc1ccc(F)cc1)C1CCS(=O)(=O)C1 (stereo not given) | i | i
CCOC(=O)C1CCN(C(c2cccnc2)c2c(NC(=O)c3ccco3)sc(C)c2C)CC1 (stereo not given) | i | i

3 compounds from above, ordered by length of the SMILES, smallest number first:
SMILES | CHT block | CHT PAM
CC(C)CC(=O)N(Cc1ccc(F)cc1)C1CCS(=O)(=O)C1 (stereo not given) | i | i
CC(=O)NCc1ccc(S(=O)(=O)N/N=C/c2ccc(Br)cc2)cc1 | i | i
COc1ccc(/C=N/NC(=O)COc2ccc(Cl)cc2Cl)cc1Cn1nc(C)cc1C | i | i

Later entries.
SMILES | CHT block | CHT PAM
CCCCC(=O)Nc1ccccc1CC | i | i
Cc1cccc(OCC(=O)Nc2ccc(C(=O)c3ccc(C(=O)O)cc3)cc2)c1 | i | i
CCC(=O)N1c2ccccc2-c2nnc(SC)nc2OC1c1ccc(OC)c(OC)c1 (stereo not given) | i | i
CCC(CC)NC(=O)Nc1ccccc1C(F)(F)F | i | i
COCCn1c(SCC(=O)c2ccc(Cl)cc2)nnc1C(C)C | i | i
CC(C)CCOc1ccc(Cl)cc1CN1CCOCC1 | i | i
COC(=O)c1ccc(C(C(=O)NC2CCCCC2)N(Cc2ccc(F)cc2)C(=O)Cc2cccs2)cc1 (stereo not given) | i | i
CCC(C)c1ccc(C(CC)NC(=O)C2CCCO2)cc1 (stereo not given) | i | i
COc1cccc(-c2nnc(NC(=O)c3cccc(F)c3)o2)c1 | i | i
O=C(CSCc1ccccc1)N1CCN(S(=O)(=O)c2cccc(F)c2)CC1 | i | i
CC(=O)Nc1ccc(C(=O)NNC(=O)C2CC2)cc1 | i | i
C/C(Cl)=C/CSc1nn2c(=O)c3ccccc3nc2s1 | i | i
Cc1ccc(N2CCC(N3CCN(C)C(CCO)C3)CC2)cc1 (stereo not given) | i | i
CCOCCn1c(=NC(=O)/C=C/c2ccccc2Cl)sc2cc(NC(C)=O)ccc21 | i | i
COc1ccc([C@@H]2CC=C(C(=O)O)CN2S(=O)(=O)c2ccc(Cl)cc2)cc1 | i | i
COC(=O)c1cccc(NC(=O)CCCOc2ccccc2)c1 | i | i
O=C(CCCn1c(=O)oc2ccccc21)N1CCN(c2ccc(F)cc2)CC1 | i | i
Cc1ccc(S(=O)(=O)N2CCN(c3ccc(N4CCOCC4)nn3)CC2)cc1[N+](=O)[O-] | i | i
COCCNC(=O)CN(c1cccc(OC)c1)S(=O)(=O)c1ccc(C)cc1 | i | i
Cc1c(Cl)cccc1NC(=O)CCN1CCCCC1 | i | i
Cc1ccc(/C(O)=C2/C(=O)C(=O)N(Cc3ccco3)C2c2cccs2)cc1 (stereo not given) | i | i
COc1ccc(CCN(C)C(=O)c2ccc(OCC(=O)N3CCOCC3)c(OC)c2)cc1OC | i | i
CCOC(=O)C(OC(=O)c1sc(=S)n(C)c1C)C(C)=O (stereo not given) | i | i
O=C(O)CN1C(=O)C2C3C=CC(C3)C2C1=O (stereo not given) | i | i
CC1CCC(NC(=O)c2ccc(NC(=O)CC3SC(N4CCCC4)=NC3=O)cc2)CC1 (stereo not given) | -11* | i
CC1CCc2c(nc3ncnn3c2N2CC(C)OC(C)C2)C1 (stereo not given) | i | i
COc1ccc(CCn2cc(C#N)c(=O)[nH]c2=O)cc1OC | i | i
CC(=O)N1CCC(N(CCCOC(C)C)S(=O)(=O)c2ccc([N+](=O)[O-])cc2)CC1 | i | i
Cc1sc2ncnc(N3CCC(C(=O)Nc4ccc(Br)cc4Br)CC3)c2c1C | i | i
O=C(O)C1CC(=O)N(c2ccc3c(c2)OCCO3)C1 (stereo not given) | i | i
CC(=O)Oc1ccc(-c2csc(Nc3ccc(S(N)(=O)=O)cc3)n2)cc1 | i | i
Cc1oc(-c2nc3ccccc3n2C)cc1C(=O)c1ccccc1 | i | i
COCCNC(=O)c1cc(-c2ccccc2)n(CC2CC(c3ccc(OC)cc3)=NO2)n1 (stereo not given) | i | i
COc1cccc(/C=N/n2c(=S)n(C)c3ccccc32)c1OC | i | i
CC(C)CC(=O)Nc1ccc(Oc2ccc3c(c2)C(=O)NC3=O)cc1 | i | i
CC(O)[C@H]1CNC(=O)C(=O)N1CCC12CC3CC(CC(C3)C1)C2 (stereo not given in full) | i | i
O=C(Cc1ccccc1[N+](=O)[O-])Nc1ccc2c(c1)OCCO2 | i | i
CCC1CCCCN1C(=O)c1sc2ncnc(N(CC)CC)c2c1C (stereo not given) | i | i
COc1ccccc1CN1CCN(Cc2nc(-c3cccs3)no2)CC1 | i | i
CC1(C)OC(=O)C=C(CC2NS(=O)(=O)OC3CCCCC23)O1 (stereo not given) | i | i
CC1CN(S(=O)(=O)c2ccc(F)cc2)CN1C(=O)N1CCOCC1 (stereo not given) | i | i
CC(C)(C)n1nc2c(c1NC(=O)c1cc3ccccc3o1)CS(=O)(=O)C2 | i | i
CCC(=O)c1cn(CC(=O)Nc2cccc(C)c2C)c2ccccc12 | i | i
COc1cccc(-c2noc(C3CCCN(C(=O)CC(C)(C)C)C3)n2)c1 (stereo not given) | i | i
CCN(CC)S(=O)(=O)c1ccc(OC)c(NC(=O)Cc2cccs2)c1 | i | i
COC(=O)Cc1cc(=O)n(-c2ccccc2)[nH]1 | i | i
CCN(C1CCCCC1)S(=O)(=O)CCNC(=O)c1ccccc1 | i | i
Cc1nn(-c2ccccc2)c(N)c1C1(O)C(=O)Nc2ccccc21 (stereo not given) | i | i
CCc1nc(N2CCN(Cc3ccc4c(c3)OCO4)CC2)c2oc3ccccc3c2n1 | i | i
O=C(O)C1CSC2(c3ccc(F)cc3)CCC(=O)N12 (stereo not given) | i | i
